ERK EGF inh: qHTS Assay for Inhibitors of the ERK Signaling Pathway using a Homogeneous Screening Assay; Stimulation with EGF; HEK293-V1b, EGF-stimulated phospho-ERK AlphaScreen; Potency, µM (doses to about 11.5 µM), for inactives: at the top dose activity change, negative = inhibition, most hits filed as inhibitors; 130,000 compounds, 0.41% hits; AID 1454, 2008; active = well fitted inhibition curve with a large enough effect; inconclusive = small, poorly fitted or top-dose-only effect, or effect the other way;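 note: plate controls were stimulated vehicle wells for no effect and unstimulated vehicle basal for full effect; nearly all actives have a fitted effect of over 55% in size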
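HEK293 cells stably expressing V1b receptor, serum-reduced (1% FBS) overnight, pretreated 30 min with compound, then stimulated 5 min with 25 nM EGF; phospho-ERK detected by AlphaScreen SureFire. AC50 from Hill fits, normalized to DMSO and EGF.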
* hit, by the source's call; ? = inconclusive; [ ] = dose if it differs, or a comment. Potency is the fitted concentration of half-maximal effect. This is a subset, so the mix of outcomes need not match the whole.

SMILES	ERK EGF inh
COc1ccc(C2C([N+](=O)[O-])=C(C)N(C)C(=O)N2C)cc1OC (centres undefined)	6%
O=S(=O)(NCCCc1ccccc1)c1ccc(Cl)cc1	2%
Cc1ccc(-c2csc(C3=C(O)CN(NC(=O)c4ccco4)C3=N)n2)cc1	-7%[57.5 µM]
COc1ccc(C(=O)CC(=O)C(=O)NCCc2cccc(C)c2)cc1	-7%
Cc1c(C#N)c(NC(=O)CCl)n(Cc2ccc(F)cc2)c1C	-2%[57.5 µM]
COc1cc(NC(=S)NC(=O)c2ccc(F)cc2)ccc1NC(=O)c1ccco1	3%
O=C(Oc1ccccc1N1CCOCC1)c1sccc1Br	-3%[57.5 µM]
O=c1cnc2cnc(N3CCOCC3)nc2n1C[C@H]1CCCO1	-7%
Cc1ccc(N=C2NC(=O)/C(=C/C=C/c3ccco3)S2)cc1	1%
Nc1nncn1C(=O)c1ccc(Cl)cc1Cl	-1%
CC12CCC(C(=O)Nc3cccc(Cl)c3Cl)([C@H](Br)C1=O)C2(C)C (some centres undefined)	5%[57.5 µM]
CCC(/C=C/C(C)C1CCC2C3CCC4=CC(=O)CC[C@@]4(C)C3CC[C@@]12C)C(C)C (some centres undefined)	24%
O=C1c2ccccc2C(=O)c2c1cccc2N1CCCC1	10µM*
CN1CCc2c(sc(N)c2C(=O)O)C1	-3%
CCN(CC)S(=O)(=O)c1cc(C(=O)OCC(=O)Nc2c(F)cccc2F)ccc1F	12%
CCCCNC(=O)C1c2cc(OC)c(OC)cc2C(=O)N(C)C1c1cccs1 (centres undefined)	-1%
O=C(CSc1ccc2ccccc2n1)NCc1ccc2c(c1)OCO2	1%
Cc1ccc(S(=O)(=O)Oc2ccc(/C=N/NC(=O)c3cccnc3)cc2)cc1	-1%
O=C(CN1CCc2ccccc2C1)Nc1cccc(S(=O)(=O)N2CCCC2)c1	-19%
O=C(CSc1ccc(F)cc1)NC(=O)NCc1ccccc1	-8%
O=C(O)CNC(=S)N(Cc1ccccc1Cl)C1CCCC1	0%[57.5 µM]
Cc1ccc2nc(NC(=O)C3CCCN(S(=O)(=O)c4cnc[nH]4)C3)sc2c1 (centres undefined)	9%
Cc1ccc(N(CN2C(=O)C3C4CCC(C4)C3C2=O)C(=O)c2ccco2)cc1 (centres undefined)	-6%[57.5 µM]
CCOC(=O)C1(Cc2ccccc2)CCN(Cc2csc(C(C)=O)c2)CC1	?
Cc1cc([N+](=O)[O-])nn1CC(=O)N/N=C/c1ccccc1O	7%[57.5 µM]

Brought forward from above: 5 entries, then new ones.
SMILES	ERK EGF inh
O=C(O)CNC(=S)N(Cc1ccccc1Cl)C1CCCC1	0%[57.5 µM]
Cc1ccc2nc(NC(=O)C3CCCN(S(=O)(=O)c4cnc[nH]4)C3)sc2c1 (centres undefined)	9%
Cc1ccc(N(CN2C(=O)C3C4CCC(C4)C3C2=O)C(=O)c2ccco2)cc1 (centres undefined)	-6%[57.5 µM]
CCOC(=O)C1(Cc2ccccc2)CCN(Cc2csc(C(C)=O)c2)CC1	?
Cc1cc([N+](=O)[O-])nn1CC(=O)N/N=C/c1ccccc1O	7%[57.5 µM]
O=C(O)c1ccc(OCCn2ccnc2)cc1	-7%[57.5 µM]
Cc1sc2nc(SCC(=O)N(CCO)CCO)nc(N)c2c1C	-11%
CCOc1ccc2nc(N3C(=O)/C(=C/c4ccc(Cl)cc4)NC3=S)sc2c1	-9%
c1ccc(CN2CCC3(CC2)Nc2ccccc2S3)cc1	6%[57.5 µM]
CCCCNC(C(=O)Nc1ccc([N+](=O)[O-])cc1Br)c1ccccc1 (centres undefined)	10%
CCn1nnc(-c2ccc(N)cc2)n1	7%
Cc1ccc(C(=O)c2ccccc2C(=O)OCC(=O)Nc2cccc([N+](=O)[O-])c2)cc1	-1%
CCOC(=O)c1sc2nc(CN3CCCCC3)nc(Cl)c2c1C	3%
O=C(COC(=O)c1cccc(NS(=O)(=O)c2ccc(F)c(F)c2)c1)NC(=O)NC1CCCC1	-7%
CC(C)CC(COCc1ccc(F)cc1)N1CCN(C(=O)c2cccc(C(F)(F)F)c2)CCC1=O (centres undefined)	-4%
COc1ccc(S(=O)(=O)N2CCCCCC2)cc1C(=O)OC(C)C(N)=O (centres undefined)	4%[57.5 µM]
CC1C/C(=N/NC(=O)c2ccc(CSc3nc4ccccc4[nH]3)cc2)CC(C)(C)C1 (centres undefined)	5%
COc1ccc(CCNC(=O)Cn2c(=O)oc3cc(Cl)ccc32)cc1OC	1%[57.5 µM]
CCN(CC)S(=O)(=O)c1cc(C(=O)OCC(=O)NC2CCCc3ccccc32)ccc1C (centres undefined)	0%
Cc1ccc(-c2nc(CN(CC3CCC3)CC3CCCO3)c(C)o2)s1 (centres undefined)	-6%[57.5 µM]
COc1cc(COc2cc(N)c(Cl)cc2C(=O)CCC2CCN(CCNS(C)(=O)=O)CC2)cc(OC)c1	0%
O=[N+]([O-])c1ccc(N2CCCC2)cc1NC1CC1	?
COc1ccc(NC(=O)N2CC3(CCNCC3)C2)cc1	-9%
COc1cc(OC)cc(C(=O)NCC(=O)OCC(=O)C(C)(C)C)c1	5%
Cc1ccc(CNC(=O)C2CCCN(c3nn4c(=O)cc(C)nc4s3)C2)cc1 (centres undefined)	-1%
Cc1nn(Cc2ccccc2)c(C)c1/C=N/NC(=O)CNc1cccc(C(F)(F)F)c1	-4%
FC(F)(F)c1ccc(C2[C@H]3CN(Cc4ccc(-c5ccccc5)cc4)[C@H](c4ccccc4)C34CC2(c2ccccc2)C4)cc1 (some centres undefined)	7%
Cn1nnnc1SCC1=C(C(=O)O)N2C(=O)C(NC(=O)C3CC3c3ccccc3)C2SC1 (centres undefined)	-7%
COc1ccc(CC(=O)Nc2cccc(-c3nnc(-c4ccc(C)cc4)o3)c2)cc1OC	?
Cc1cc(C)nc(SCc2ccc(C(=O)N/N=C/c3ccccc3C(=O)O)cc2)n1	-32%

Looked up above.
ERK EGF inh with `Cc1ccc(CNC(=O)C2CCCN(c3nn4c(=O)cc(C)nc4s3)C2)cc1` (centres undefined) : -1%
ERK EGF inh with `Cn1nnnc1SCC1=C(C(=O)O)N2C(=O)C(NC(=O)C3CC3c3ccccc3)C2SC1` (centres undefined) : -7%
ERK EGF inh with `Cc1ccc(-c2nc(CN(CC3CCC3)CC3CCCO3)c(C)o2)s1` (centres undefined) : -6%[57.5 µM]

An excerpt of these results, bar-delimited.
Compound | ERK EGF inh
COc1cc(COc2cc(N)c(Cl)cc2C(=O)CCC2CCN(CCNS(C)(=O)=O)CC2)cc(OC)c1 | 0%
O=[N+]([O-])c1ccc(N2CCCC2)cc1NC1CC1 | ?
COc1ccc(NC(=O)N2CC3(CCNCC3)C2)cc1 | -9%
COc1cc(OC)cc(C(=O)NCC(=O)OCC(=O)C(C)(C)C)c1 | 5%

(continued)
SMILES	ERK EGF inh
Cc1cc(NC(=O)c2cc(CC(C)C)on2)n(-c2ccccc2)n1	1%
O=C(Nc1ccc(Cl)cn1)C1CCN(S(=O)(=O)c2cccs2)CC1	?
Cc1nc(C(=O)NNC(=O)c2ccccc2Cl)c(C(F)(F)F)o1	2%[57.5 µM]
CC(C)(C)C(=O)Nc1nnc(SCC(=O)Nc2ccc3c(c2)OCO3)s1	3%
O=c1cnc2cnc(Oc3cccc(Cl)c3)nc2n1C1CC1	3%
N#Cc1c(N)n(CCNC(=O)c2ccccc2)c2nc3ccccc3nc12	-14%
CC(=O)c1ccc(NC(=O)C(C)N2CCN(C/C=C/c3ccccc3)CC2)cc1 (centres undefined)	-4%
CN=C(NC#N)NCCSCc1csc(N=C(N)N)n1	-7%
O=c1cnc2cnc(N3CCNCC3)nc2n1Cc1cccs1	1%
O=C(N/N=C/C(Br)=C\c1ccccc1)c1cccs1	-7%[57.5 µM]
COc1ccc(-n2c(=S)[nH]c3cc(C(=O)NCCCN4CCOCC4)ccc3c2=O)c(OC)c1	-2%
COc1ccc(-c2oc3cc(OC)c(OC(C)=O)c(OC)c3c(=O)c2OC)cc1OC(C)=O	-5%
COC(=O)c1ccc(-c2noc(CN(Cc3ccncc3)CC3CCCO3)n2)cc1 (centres undefined)	11%
COCC1CCN(c2nc3nonc3nc2N2CCSCC2)C1 (centres undefined)	7%
CCCS(=O)(=O)N1CCN(Cc2ccccc2[N+](=O)[O-])CC1	-7%
Cc1ccc(-n2c(SCC(=O)NCc3ccco3)nc3c(sc4ccccc43)c2=O)cc1	-10%
CCOC(=O)c1ccccc1Cc1nc2ccccc2c(=O)[nH]1	0%
CC(C)(CNS(C)(=O)=O)SCc1ccc(Cl)cc1	-1%
ONC(=Nc1ccccc1Cl)c1ccccc1Cl	-4%[57.5 µM]
CCn1c(O)c(N=NC(=S)NCC2CCCO2)c2ccccc21 (centres undefined)	?
N#Cc1c(-c2ccccc2)cc(C2CC2)nc1SCC(=O)O	-7%
CCOc1ccc(CCNC(=O)c2nnc(Cc3ccc(F)cc3)o2)cc1OCC	11%
CCN(CC)C1=N/C(=C\c2ccco2)C(=O)N1c1ccccc1	9%
COc1cc2nc(SCC(=O)c3ccc(Br)cc3)n3nc(C)nc3c2cc1OC	0%
c1ccc2c(Nc3ccc4c(c3)OCCO4)c3c(nc2c1)CCC3	-9%

Five compounds picked at random from the list so far:
SMILES	ERK EGF inh
CC(C)(CNS(C)(=O)=O)SCc1ccc(Cl)cc1	-1%
O=c1cnc2cnc(Oc3cccc(Cl)c3)nc2n1C1CC1	3%
COc1ccc(-n2c(=S)[nH]c3cc(C(=O)NCCCN4CCOCC4)ccc3c2=O)c(OC)c1	-2%
N#Cc1c(N)n(CCNC(=O)c2ccccc2)c2nc3ccccc3nc12	-14%
CC(=O)c1ccc(NC(=O)C(C)N2CCN(C/C=C/c3ccccc3)CC2)cc1 (centres undefined)	-4%

Continuation:
SMILES	ERK EGF inh
O=C(c1ccc(Cl)cc1)[C@@H]1[C@@H]2C(=O)N(c3ccc(Cl)cc3)C(=O)[C@@H]2C2c3ccccc3C=NN21 (some centres undefined)	-6%
CC(=O)Oc1ccc(C(=O)Nc2cccc(C(=O)NC(C)(C)C)c2)cc1	5%
O=C(Nc1ccc(Cl)c(Cl)c1)N1CCSCC1	8%
O=C(N/N=C/c1ccc2ncccc2c1)c1ccco1	1%
C/C(CC(=O)Nc1cccc(Cl)c1C)=N\NC(=O)Cc1csc(N)n1	1%
CCOC(=O)C1CCN(CC(O)COCc2cccs2)CC1 (centres undefined)	-3%
CC(NC(=O)Cc1ccccc1)c1ccc(F)cc1 (centres undefined)	13%
CCc1cccc(CC)c1NC(=O)COC(=O)c1cccc(S(=O)(=O)N2CCc3ccccc3C2)c1	1%
COc1ccc(/C=N/NC(=O)Cn2cnc3ccccc3c2=O)cc1	8%
CC(=O)Nc1ccc2c(c1)c1ccccc1n2C(C)=O	5%
O=C1OC(Nc2cc(Br)cc3cccnc23)c2ccccc21 (centres undefined)	-9%
O=C(NNC(=O)c1cc2cc(OC(F)(F)F)ccc2[nH]1)c1cccc(C(F)(F)F)c1	16%[57.5 µM]
COc1ccc2[nH]c(C(=O)Nc3cccc(C)n3)cc2c1	-4%[57.5 µM]
COC(=O)c1ccc2nc(NC(=O)C(C)(C)C)sc2c1	6%
OC1CCCN(CC(O)COC(c2ccccc2)c2ccccc2)C1 (centres undefined)	-9%[57.5 µM]
CCC(=O)c1ccc(/C=C/c2nc3ccccc3n2C)o1	1%
CN(C(=O)c1cccc(COc2ccc(Cl)cc2Cl)c1)c1ccccc1	2%
N#Cc1cccnc1N1CCC(C(N)=O)CC1	14%[57.5 µM]
O=C(O)c1cc(-c2ccccc2)n(-c2ccc(Cl)cc2)n1	2%
Cc1ccc(C(=O)OCc2nc(N)nc(Nc3ccccc3C)n2)cc1	-3%
CCOC(=O)c1c(-c2ccccc2)csc1NC(=S)NC	-2%
O=C(CSc1nnc(Cn2c(=O)sc3ccccc32)n1-c1ccccc1)N1CCCC1	1%
COc1ccc(/C=C/C(=O)c2ccc(C)s2)cc1	-3%
Cc1[nH]n(-c2ccccc2)c(=O)c1/C=N/NC(=O)c1ccoc1C	-8%
O=C(CSc1ccc(-c2ccc(Cl)cc2)nn1)Nc1ccc2c(c1)OCCO2	4%
The list goes on.
SMILES	ERK EGF inh
Cc1nc2cc(NC(=O)Nc3ccc(Br)cc3)ccc2o1	-11%
COc1ccc(C(=O)c2ccc(Br)cc2)cc1	?
CC(Sc1nc(=O)cc(N)n1CCc1ccccc1)C(=O)NCc1ccccc1 (centres undefined)	7%
O=C1CC(c2ccccc2)=NN1c1nc(-c2ccccc2)cs1	-3%
CCOC(=O)C1(CC2CCCCO2)CCN(S(=O)(=O)c2ccccc2)CC1 (centres undefined)	-8%
COc1ccccc1-n1ccnc1SCC(=O)NCc1ccco1	4%
COc1ccccc1OCC#CCNC1CCCCC1C (centres undefined)	-11%
Cc1ccc(N=Nc2[nH]c3ccccc3c2O)cc1	4%
O=C(Nc1nc(-c2ccc(Oc3ccccc3)cc2)cs1)C1=COCCO1	-5%
COc1ccc(C2C3=C(CC(C)(C)CC3=O)OC(N)=C2[N+](=O)[O-])cc1 (centres undefined)	6%
Cc1cc2oc(C(=O)Nc3ccc(S(=O)(=O)N4CCCC(C)C4)cc3)cc(=O)c2cc1Cl (centres undefined)	0%
O=C1C(C=Nc2ccc(F)cc2)=C(O)c2ccccc21	3%
COCCn1c(=NC(=O)/C=C/c2ccccc2Cl)sc2cc(NC(C)=O)ccc21	12%
O=S(=O)(NCc1cccnc1)c1cccn1-c1ncc(C(F)(F)F)cc1Cl	11%
O=C(NCC1CCCO1)c1ccc2c(=O)n(-c3ccccc3)c(=S)[nH]c2c1 (centres undefined)	1%
Cc1ccc(N(CC(=O)N/N=C/c2ccc(OC3CSC3)cc2)S(=O)(=O)c2ccccc2)c(C)c1	-8%
CCOc1ccc(Br)cc1S(=O)(=O)N1CCC(C(=O)O)CC1	-2%

High-throughput results: PubChem BioAssay, National Center for Advancing Translational Sciences (NCATS)
